Mtb FBA inh: inhibitors of M. tuberculosis fructose-bisphosphate aldolase | P9WQA3 | purified M. tuberculosis FBA, fluorescence read-out | inhibition, % at 1 µM | 360,000 tested, 2.3% active | AID 588726; in the data active = inhibition above about 27%;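 note: 0% = vehicle and 100% = reference inhibitor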
Target sequence (P9WQA3 whole entry, looked up): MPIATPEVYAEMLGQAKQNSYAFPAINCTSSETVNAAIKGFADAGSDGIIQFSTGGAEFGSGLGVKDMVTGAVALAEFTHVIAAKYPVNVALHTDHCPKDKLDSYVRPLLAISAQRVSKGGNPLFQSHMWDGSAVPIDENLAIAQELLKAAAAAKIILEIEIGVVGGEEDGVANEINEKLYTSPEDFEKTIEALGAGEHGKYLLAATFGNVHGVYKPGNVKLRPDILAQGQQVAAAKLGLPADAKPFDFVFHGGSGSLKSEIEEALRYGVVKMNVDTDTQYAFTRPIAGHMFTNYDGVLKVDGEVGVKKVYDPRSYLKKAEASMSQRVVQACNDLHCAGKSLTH
UGM FP inh: Mtb UDP-galactopyranose mutase inhibition | P9WIQ1 | purified UGM, fluorescence polarization probe displacement | inhibition, % at 10 µM | 320,000 tested, 0.06% active | AID 504406; in the data active = inhibition above about 10%, passing the limit was not always enough; inconclusive = no clear call, values can overlap the other calls
Target sequence (P9WIQ1 whole entry, looked up): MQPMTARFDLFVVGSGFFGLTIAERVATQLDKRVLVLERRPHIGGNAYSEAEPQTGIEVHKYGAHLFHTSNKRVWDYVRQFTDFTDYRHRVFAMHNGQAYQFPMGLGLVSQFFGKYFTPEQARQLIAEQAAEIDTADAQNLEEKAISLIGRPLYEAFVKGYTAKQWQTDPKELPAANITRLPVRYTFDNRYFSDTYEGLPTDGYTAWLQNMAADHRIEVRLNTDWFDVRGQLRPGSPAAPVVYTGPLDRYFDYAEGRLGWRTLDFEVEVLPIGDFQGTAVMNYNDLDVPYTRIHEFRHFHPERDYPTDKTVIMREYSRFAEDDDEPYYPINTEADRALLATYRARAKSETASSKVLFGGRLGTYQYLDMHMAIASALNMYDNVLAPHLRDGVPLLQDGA
GDH-TPI counter: inhibits GDH-TPI coupling enzymes, artifact for Mtb FBA screen; GDH-TPI coupled enzyme counterscreen, NADH absorbance; inhibition, % at 4.8 µM; 360,000 tested, 1.2% active; in the data active = inhibition above about 30%;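 note: 0% = DMSO wells and 100% = wells lacking the enzyme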
TcdB GH inh: TcdB glycohydrolase inhibition. P18177. TcdB glycohydrolase enzymatic assay, plate reader. inhibition, % at 9.99 µM. 350,000 tested, 0.24% active. AID 652162; in the data active = inhibition above about 10%
Mtb BioA inh: inhibitors of Mycobacterium tuberculosis BioA enzyme. purified M. tuberculosis BioA enzyme, plate reader. inhibition, % at 9.99 µM. 360,000 tested, 0.096% active. AID 602481; in the data active = inhibition above about 40%; inconclusive = no clear call, values can overlap the other calls
FadD28 binding: blocks FadD28 binding to the bisubstrate probe; fluorescence polarization; 360,000 tested, 0.22% active; AID 588549; inhibition, % at 12.5 µM; in the data active = inhibition above about 8.5%, passing the limit was not always enough; inconclusive = no clear call, values can overlap the other calls
Yp Topo-I inh: Y. pestis Topo-I inhibition via cleavage products. Y. pestis Topo-I cleavage product accumulation, plate reader. activity, % at 10 µM. 360,000 tested, 0.064% active; in the data active = activity above about 50%, passing the limit was not always enough; inconclusive = no clear call, values can overlap the other calls; note: inactives centre near 2
BH1578 lux ind: quorum light induction in luxS cqsA deficient V. cholerae | V. cholerae BH1578 lux reporter, luminescence, 6 h | AID 588436 | 350,000 tested, 0.16% active | activation, % at 18.7 µM; in the data active = activation mostly above about 9.7%, no sharp cut-off; inconclusive = no clear call, values can overlap the other calls; inactive = mostly below about 3.7%; note: not every result past the cut was called active; inactives centre near 0; reference of the scale not given here
PfHsp40 rescue: restores yeast growth despite PfHsp40 toxicity. S. cerevisiae expressing PfHsp40, growth rescue, ATP luminescence. growth rescue, % at 12.5 µM. 340,000 tested, 0.68% active. AID 504582; in the data active = growth rescue above about 28%, passing the limit was not always enough; inconclusive = no clear call, values can overlap the other calls;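 note: yeast W303a lacking pdr1 and pdr3 grown in galactose medium; growth measured after three days at 30 °C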
Starred values were filed as active, the others as inactive; i = inactive; ? = inconclusive; · = no result given. Compounds as they come; any-hit rate near 4.6%.

SMILES	Mtb FBA inh	UGM FP inh	GDH-TPI counter	TcdB GH inh	Mtb BioA inh	FadD28 binding	Yp Topo-I inh	BH1578 lux ind	PfHsp40 rescue
COc1ccc2c(=O)c3c(=O)n(Cc4ccco4)c(-c4ccc(C)cc4)nc3oc2c1	1	2.3	23	·	0.0	-2.8	2	·	1.5
CCOC(=O)C1CCN(S(=O)(=O)c2cnc[nH]2)CC1	-1	-0.6	-7	·	0.8	-1.5	-8	i	0.5
CCOC(=O)Cc1csc(NC(=O)/C=C/c2ccc(Cl)cc2)n1	-5	1.0	22	1.3	-1.2	-0.2	-1	-0.4	0.8
Cc1nc2cc(NC(=O)c3ccc(S(=O)(=O)N(C)c4ccccc4)cc3)ccc2o1	-1	0.9	0	-4.3	-0.8	-5.9	23	-0.3	0.4
Clc1ccc2nc(C3CCCCC3)c(CC3CCCCC3)n2c1	-1	·	·	0.2	-1.2	-0.2	·	·	·
Cc1cc(NC(=O)CCC(=O)N(c2ccccc2)C(C(=O)NC2CCCC2)c2ccccc2F)no1 (configuration not stated)	2	2.6	8	-0.9	-0.2	1.2	26	-0.9	-0.5
O=C(Nc1ccccc1)c1ccc(S(=O)(=O)N2CCCC2)cc1	2	-0.3	4	·	0.8	0.7	11	-2.2	-0.3
O=C(NCCc1ccccn1)c1cccc(S(=O)(=O)N2CCCCCC2)c1	3	0.0	-12	·	0.6	-3.7	8	i	-1.8
COc1ccc(C)cc1N(CC(=O)O)S(=O)(=O)c1ccc(C)cc1	-1	-2.2	-8	·	-0.8	-1.1	7	-0.8	-1.1
COc1cc(C(=O)OCC(=O)NC(=O)NC2CCCCC2)cc(Cl)c1OC	1	2.6	2	0.4	0.3	2.0	0	i	9.2
Cc1cccc2c1N(N=O)CCC2	1	-0.9	6	·	·	-0.3	5	i	-2.3
Cn1cc([N+](=O)[O-])c(C(=O)Nc2ccc(C3CCCCC3)cc2)n1	-4	-2.1	3	1.8	·	?	-3	-0.3	4.3
CCN(c1ccc(NC(=O)CSCc2c(C)noc2C)cc1)C(C)C	-2	2.0	13	-5.0	3.6	-3.2	-5	i	-0.6
Cc1cc(=O)oc(C)c1C(=O)NCc1ccc(F)cc1	0	1.2	16	·	5.1	-0.9	-5	i	-0.8
O=C(Nc1cc(Cl)ccc1Cl)c1ccc(OC(=O)c2ccco2)cc1	2	-0.8	13	·	-1.1	0.4	2	-1.9	1.7
O=C1NC(=O)C2(CCCC2)C(=O)N1	-4	·	-1	0.4	-1.8	0.0	5	i	0.2
COc1ccc(C2c3ccc(O)cc3Oc3ncn4nc(-c5ccco5)nc4c32)cc1OC (configuration not stated)	0	1.4	5	0.2	·	-1.4	6	i	0.5
c1cncc(-c2noc(C34CC5CC(CC(C5)C3)C4)n2)c1	2	1.8	3	·	1.1	-0.4	17	-0.4	4.5
O=C(NC1CCCC1)C(c1ccc(F)cc1)N(C(=O)c1csnn1)c1ccccc1F (configuration not stated)	-2	0.3	3	1.0	0.8	-4.8	5	i	-1.0
CC1=C(c2ccc(C)cc2)[N+](=O)C(C)(C)N1[O-]	3	0.7	9	0.5	·	-0.7	-3	0.1	0.1
COc1ccccc1NC(=O)C1CCCN(S(=O)(=O)c2ccc(-n3cnnn3)cc2)C1 (configuration not stated)	1	-0.2	0	1.5	-1.0	-1.6	8	-0.2	0.5
C#C[C@]1(O)[C@H](O)CC2C3CC[C@H]4C[C@@H](O)CC[C@]4(C)C3CC[C@@]21C (some centres not stated)	3	2.4	-8	1.5	0.3	-4.1	0	i	·
CCCNS(=O)(=O)/C=C/c1ccccc1	-1	1.5	-1	-1.5	·	0.4	5	-0.2	0.9
Cc1cc(NC(=O)CSc2nnc(NC(=O)C3CC(=O)N(c4ccccc4C)C3)s2)no1 (configuration not stated)	2	·	3	1.1	-0.7	-1.6	5	i	0.1
Cc1ccc(Nc2nc3nonc3[nH]c2=O)cc1Cl	3	0.9	17	3.3	0.4	-2.3	-14	-0.2	-1.9
Next records follow.
SMILES	Mtb FBA inh	UGM FP inh	GDH-TPI counter	TcdB GH inh	Mtb BioA inh	FadD28 binding	Yp Topo-I inh	BH1578 lux ind	PfHsp40 rescue
Cc1ccccc1NC(=O)CSc1nnc(C)c2ccccc12	-2	-3.8	-12	1.6	1.5	-3.3	15	-0.3	0.4
O=C(Cc1ccccc1)Nc1ccc(NC(=O)c2ccc(Br)cc2)cc1	-1	-0.3	9	0.2	-2.0	-1.7	4	i	0.0
CC(=O)NS(=O)(=O)c1ccc(N=NN2CCCCCC2)cc1	-1	0.3	15	-0.9	·	0.9	9	-0.7	-0.4
CCOc1ccc(-n2c(Cc3cc(=O)[nH]c(=O)[nH]3)nnc2SCC(N)=O)cc1	3	-0.8	4	·	0.2	-1.0	7	-0.3	-1.5
CCCCn1c(CN(C)Cc2ccccc2)nc2c1c(=O)n(C)c(=O)n2C	-3	1.4	-9	·	3.8	-2.9	11	i	0.9
CCCOc1ccc(/C=C/C(=O)Nc2ccc([N+](=O)[O-])cc2C)cc1	-2	-0.2	19	·	-1.5	-3.2	-5	-0.3	1.7
Clc1ccc(COn2c(-c3ccc(Cl)cc3)nc3ccccc32)cc1	0	-2.1	8	·	-0.9	-3.9	27	2.1	1.2
O=C1c2ccc(Oc3ccc4c(c3)C(=O)N(CCCO)C4=O)cc2C(=O)N1CCCO	2	-1.2	8	·	-2.1	-0.1	4	i	-0.5
COc1cccc(-c2cnc(C(O)c3c(C)ccc4ccccc34)[nH]2)c1 (configuration not stated)	-4	·	0	0.0	-0.3	-2.8	-3	-0.4	·
CCOC(=O)CNC(=O)C1CCN(S(=O)(=O)c2ccc(-c3nn[nH]n3)cc2)CC1	10	1.3	7	-0.6	-3.4	0.1	-4	-0.3	-0.1
CCOC(=O)C1CCN(C(=O)c2cccnc2Oc2ccc(Cl)cc2)CC1	1	3.7	-3	-2.4	-1.1	0.6	3	-0.5	0.5
CCCCCC(=O)N/N=C(\C)c1ccccn1	-6	0.9	3	·	-0.9	-4.0	-8	-0.2	-0.9
O=[N+]([O-])c1ccc(COc2ccccc2CN2CCCC2)cc1	4	·	12	1.9	0.8	-1.7	2	-1.4	0.1
COC(=O)[C@H](CCSC)NC(=O)Nc1ccc(C(C)=O)cc1	-2	2.0	15	·	16	0.5	-3	i	1.2
CCC1CCCCN1CCCNC(=O)Cn1nc(C)n2nc(-c3ccccc3)cc2c1=O (configuration not stated)	3	0.9	10	1.3	0.2	-4.4	4	-0.2	11
COC(=O)c1ccc2nc(NC(=O)COC(=O)CSc3nc(C)cc(C)n3)sc2c1	-5	0.2	4	·	0.2	-5.4	-4	-0.2	0.0
Cc1ccc(-c2cnc3ccccc3n2)cc1C	20	-5.3	4	1.0	-0.1	-1.0	12	i	0.6
Cc1nnsc1Sc1cccc(C(F)(F)F)c1	1	1.4	0	·	-1.9	0.3	-2	-0.3	0.0
O=C1[C@H]2CCCC[C@H]2C(=O)N1CCCCN1CCN(c2nsc3ccccc23)CC1	0	0.2	4	2.0	-0.1	-2.9	27	0.4	-0.4
CN(C)c1ccc(CN(C(=O)/C=C/c2ccco2)C2CCS(=O)(=O)C2)cc1 (configuration not stated)	1	-0.3	10	-2.3	0.9	0.4	12	i	·
CCCOc1ccc(-c2nnc(N)s2)cc1	3	0.4	4	·	-1.8	-3.9	-6	-0.8	-0.1
CC(C)n1nc(C(=O)OCC(=O)N2CC(=O)Nc3ccccc32)c2ccccc2c1=O	0	4.1	-3	-0.7	1.2	-4.5	18	-0.3	1.4
CCOc1ccc(CC(=O)N/N=C/c2cccnc2)cc1OCC	0	-1.9	4	-2.1	4.0	-0.9	11	-0.6	-1.4
CC(C)NC(=O)c1onc(CSc2ccc(C(C)C)cc2)c1C(=O)O	0	2.5	2	-9.1	11	-2.8	2	i	0.2
CC12CC3(C)CC(C)(C1)CC(C(=O)Nc1nn[nH]n1)(C2)C3	-1	-0.1	-4	·	-1.7	-3.1	5	-3.5	-0.9

Laid out differently: 5 of the compounds above
molecule,Mtb FBA inh,UGM FP inh,GDH-TPI counter,TcdB GH inh,Mtb BioA inh,FadD28 binding,Yp Topo-I inh,BH1578 lux ind,PfHsp40 rescue
O=C1[C@H]2CCCC[C@H]2C(=O)N1CCCCN1CCN(c2nsc3ccccc23)CC1,0,0.2,4,2.0,-0.1,-2.9,27,0.4,-0.4
CN(C)c1ccc(CN(C(=O)/C=C/c2ccco2)C2CCS(=O)(=O)C2)cc1 (configuration not stated),1,-0.3,10,-2.3,0.9,0.4,12,i,·
CCCOc1ccc(-c2nnc(N)s2)cc1,3,0.4,4,·,-1.8,-3.9,-6,-0.8,-0.1
CC(C)n1nc(C(=O)OCC(=O)N2CC(=O)Nc3ccccc32)c2ccccc2c1=O,0,4.1,-3,-0.7,1.2,-4.5,18,-0.3,1.4
CCOc1ccc(CC(=O)N/N=C/c2cccnc2)cc1OCC,0,-1.9,4,-2.1,4.0,-0.9,11,-0.6,-1.4

Remaining list, next part
SMILES	Mtb FBA inh	UGM FP inh	GDH-TPI counter	TcdB GH inh	Mtb BioA inh	FadD28 binding	Yp Topo-I inh	BH1578 lux ind	PfHsp40 rescue
C/C(=N\NC(=O)c1cc(Br)ccc1O)c1cccs1	4	0.1	18	0.6	-1.5	-0.5	1	-0.5	0.0
COCCCN1C(=O)N(c2ccccc2)C(=O)C1CC(=O)Nc1ccccc1 (configuration not stated)	2	0.6	-3	1.4	4.3	-3.3	-6	-1.8	-0.7
C#C[C@]1(O)CCC2C3CC=C4C[C@H](O)CC[C@]4(C)C3CC[C@@]21C (some centres not stated)	-3	·	1	3.1	0.5	-4.4	4	-4.3	-1.0
Cc1ccc(S(=O)(=O)n2cnc3cc([N+](=O)[O-])ccc32)cc1C	2	2.7	10	·	0.5	-0.3	0	0.9	0.6
CC(C#N)(NC(=O)CN1CCN(S(=O)(=O)c2ccccc2C#N)CC1)C1CC1 (configuration not stated)	2	1.4	11	1.9	-1.8	-0.1	-1	0.7	-0.8
O=C(Nc1cccc(-c2nc3ncccc3o2)c1)c1sc2ccccc2c1Cl	-2	-0.8	1	·	3.8	-0.5	2	-1.0	0.5
O=C(N1CCOCC1)N1CCN(c2nc(-c3ccccc3)cs2)CC1	3	·	11	·	-0.7	-0.6	11	i	-1.7
Cc1onc(-c2ccccc2)c1C(=O)N/N=C/C=C/c1ccccc1	5	-1.3	23	0.9	0.8	0.9	-4	-0.7	0.2
CCOc1ccc(C(C(=O)NCC2CCCO2)N(C(=O)c2snc(C(N)=O)c2N)c2ccccc2F)cc1 (configuration not stated)	53*	0.2	13	-1.9	0.2	-2.9	28	i	1.2
O=C(COC(=O)c1ccc(OC(F)F)cc1)NC(=O)NC1CCCC1	2	-1.4	-1	1.4	-0.8	-1.8	3	i	2.3
CCCCn1c(O)c(C(CC)=Nc2ccc(OCC)cc2)c(=O)[nH]c1=O	-1	-0.1	4	·	0.3	-1.8	4	i	1.0
S=C(NC1CCCCC1)N1CCN(Cc2ccccc2)CC1	1	-2.2	-10	0.1	·	-1.8	8	0.0	0.4
COc1ccc(OC)c(NC(=O)C2CCCN2S(=O)(=O)c2ccc3c(c2)CC(C)N3C(C)=O)c1 (configuration not stated)	-2	·	3	5.9	1.0	-0.5	14	0.6	·
O=C(Nc1nnc(-c2ccc(F)cc2)o1)c1cc(Cl)sc1Cl	2	4.4	6	·	·	-2.0	3	-0.3	-0.7
COc1ccc(C(=O)C2CCCN(C(=O)Cc3c(C)noc3C)C2)cc1OC (configuration not stated)	-2	4.3	-14	0.7	·	-2.9	1	i	-0.7
Cc1ccc2cc(COC(=O)C3CCCO3)c(=O)[nH]c2c1 (configuration not stated)	0	-3.0	3	·	-0.4	-0.6	-2	-0.1	-0.2
S=C(NCc1ccco1)N1CCN(c2ccccn2)CC1	-3	-0.1	-8	1.0	11	-3.5	-5	-0.5	-0.4
CCOC(=O)c1cnc2c(c(C)nn2CC)c1Cl	4	0.3	4	6.8	-0.3	-1.8	-10	2.8	1.9
CCCC(=O)Nc1ccc2c(c1)nc(CCNC(=O)c1ccccc1)n2C	0	-0.8	6	1.3	-0.7	0.1	-13	-0.5	-0.1
Cc1cc(C(=O)NNC(=S)Nc2cccc(C(F)(F)F)c2)nn1C	2	1.6	13	1.5	-0.7	-2.7	-2	-2.2	9.3
